CCHFV vOTU inh: CCHFV vOTU protease inhibitors, primary screen, biochemical, Pep-AMC substrate, fluorescence; inhibition, % at 11.5 µM; AID 651958, 2012; 0.55% of 370,000 active; in the data active means inhibition above about 30%; further: 0% = vehicle wells with enzyme and 100% = no enzyme wells
Rv3671c protease: Rv3671c serine protease inhibitors, primary screen, biochemical, fluorescence polarization, M. tuberculosis H37Rv; P9WHR9; inhibition, % at 5.96 µM; 0.048% of 320,000 active; in the data active means inhibition above about 38%;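 further: extracellular domain of Rv3671c used as enzyme; 0% = enzyme with DMSO and 100% = no enzyme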
TcdB inh: TcdB glycohydrolase inhibitors, primary screen, biochemical, single point, plate reader; Toxin B (Clostridioides difficile), P18177; TcdB glycohydrolase enzymatic assay; inhibition, % at 9.99 µM; 0.24% of 350,000 active; AID 652162, 2013; in the data active means inhibition above about 10%
Target sequence (P18177 whole entry, looked up): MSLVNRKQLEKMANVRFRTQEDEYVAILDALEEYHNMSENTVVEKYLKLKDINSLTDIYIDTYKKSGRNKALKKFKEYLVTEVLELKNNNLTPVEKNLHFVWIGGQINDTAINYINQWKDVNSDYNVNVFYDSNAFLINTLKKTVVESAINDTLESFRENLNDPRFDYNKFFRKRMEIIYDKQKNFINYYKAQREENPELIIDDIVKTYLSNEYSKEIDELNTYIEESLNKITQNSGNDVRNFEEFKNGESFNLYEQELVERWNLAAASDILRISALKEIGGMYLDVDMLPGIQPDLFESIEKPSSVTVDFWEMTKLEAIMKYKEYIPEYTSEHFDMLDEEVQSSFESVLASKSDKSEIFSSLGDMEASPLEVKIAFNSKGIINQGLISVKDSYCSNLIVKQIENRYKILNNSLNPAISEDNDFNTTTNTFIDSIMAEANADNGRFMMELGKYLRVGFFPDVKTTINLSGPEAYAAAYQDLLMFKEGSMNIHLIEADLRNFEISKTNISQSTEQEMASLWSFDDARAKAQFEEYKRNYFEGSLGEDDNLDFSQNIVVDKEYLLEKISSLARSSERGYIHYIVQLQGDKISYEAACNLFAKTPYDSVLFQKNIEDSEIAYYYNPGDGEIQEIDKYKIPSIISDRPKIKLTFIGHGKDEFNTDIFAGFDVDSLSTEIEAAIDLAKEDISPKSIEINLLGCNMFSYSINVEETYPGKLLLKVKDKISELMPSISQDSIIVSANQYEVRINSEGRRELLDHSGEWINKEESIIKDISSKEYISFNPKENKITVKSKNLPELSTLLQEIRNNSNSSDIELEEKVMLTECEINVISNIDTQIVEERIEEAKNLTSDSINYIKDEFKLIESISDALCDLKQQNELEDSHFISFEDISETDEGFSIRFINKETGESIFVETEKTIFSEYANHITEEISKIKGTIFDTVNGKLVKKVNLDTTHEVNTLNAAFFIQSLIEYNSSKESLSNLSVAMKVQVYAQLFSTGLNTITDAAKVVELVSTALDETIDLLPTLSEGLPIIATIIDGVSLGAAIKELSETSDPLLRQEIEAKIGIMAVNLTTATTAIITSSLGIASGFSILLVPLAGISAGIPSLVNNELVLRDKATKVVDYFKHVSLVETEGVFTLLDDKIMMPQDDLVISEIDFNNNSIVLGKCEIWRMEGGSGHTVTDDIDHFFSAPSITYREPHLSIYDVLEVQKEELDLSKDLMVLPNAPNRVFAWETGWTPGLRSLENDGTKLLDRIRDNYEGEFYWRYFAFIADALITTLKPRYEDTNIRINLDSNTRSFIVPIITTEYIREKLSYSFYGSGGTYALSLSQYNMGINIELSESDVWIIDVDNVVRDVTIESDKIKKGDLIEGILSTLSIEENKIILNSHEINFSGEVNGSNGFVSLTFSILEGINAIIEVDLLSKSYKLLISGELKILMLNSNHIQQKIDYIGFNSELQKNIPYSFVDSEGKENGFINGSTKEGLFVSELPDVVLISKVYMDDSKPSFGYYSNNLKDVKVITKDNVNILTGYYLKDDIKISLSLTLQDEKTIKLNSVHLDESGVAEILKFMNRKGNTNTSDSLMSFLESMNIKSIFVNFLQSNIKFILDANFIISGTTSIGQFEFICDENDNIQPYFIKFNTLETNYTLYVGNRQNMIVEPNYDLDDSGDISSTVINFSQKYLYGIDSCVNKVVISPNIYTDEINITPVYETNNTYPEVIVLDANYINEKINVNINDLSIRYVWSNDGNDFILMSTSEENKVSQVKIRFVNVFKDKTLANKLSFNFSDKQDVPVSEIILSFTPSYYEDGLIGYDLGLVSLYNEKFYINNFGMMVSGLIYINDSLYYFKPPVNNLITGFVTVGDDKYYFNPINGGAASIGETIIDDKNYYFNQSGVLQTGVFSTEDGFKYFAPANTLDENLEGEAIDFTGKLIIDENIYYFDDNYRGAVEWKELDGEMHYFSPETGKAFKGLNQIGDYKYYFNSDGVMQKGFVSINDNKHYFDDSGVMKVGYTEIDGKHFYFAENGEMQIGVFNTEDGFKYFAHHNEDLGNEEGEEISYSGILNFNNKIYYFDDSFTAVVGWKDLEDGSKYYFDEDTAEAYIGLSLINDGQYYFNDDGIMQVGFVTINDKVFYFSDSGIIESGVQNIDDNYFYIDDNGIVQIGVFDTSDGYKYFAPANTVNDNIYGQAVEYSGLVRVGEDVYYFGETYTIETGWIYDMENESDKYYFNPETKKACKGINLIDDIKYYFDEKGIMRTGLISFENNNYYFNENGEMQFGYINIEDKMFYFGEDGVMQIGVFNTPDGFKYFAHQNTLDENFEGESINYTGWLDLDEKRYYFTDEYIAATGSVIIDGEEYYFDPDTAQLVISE
3CLpro inhibitor: SARS-CoV 3CLpro protease inhibitors, primary screen, biochemical, quenched FRET; Replicase polyprotein 1ab (Severe acute respiratory syndrome coronavirus), P0C6X7; 0.14% of 290,000 active; AID 1706, 2009; inhibition, % at 6 µM; recombinant SARS-CoV 3CLpro, quenched FRET peptide cleavage; in the data active means inhibition above about 12%
DUSP3 inh: VHR1 phosphatase inhibitors, primary screen, biochemical, absorbance, uHTS. recombinant VHR phosphatase, pNPP absorbance. inhibition, % at 13.3 µM. 0.52% of 290,000 active; in the data active means inhibition above about 50%; further: some compounds called inactive have numbers as strong as hits
PrPC surface inh: inhibitors of human cell surface prion protein PrPC, primary screen, cell-based, TR-FRET; AID 720596, 2013; Major prion protein (Homo sapiens), P04156; inhibition, % at 13.8 µM; 0.43% of 370,000 active; TR-FRET read-out; in the data active means inhibition above about 24%; further: 0% = median of the test wells and 100% = reference compound wells
Yp Topo-I inh: Yersinia pestis topoisomerase I inhibitors, primary screen, biochemical, cleavage product accumulation, plate reader, single point; activity, % at 10 µM; DNA topoisomerase I (Yersinia pestis CO92); Y. pestis Topo-I cleavage product accumulation; 0.064% of 360,000 active; in the data active means activity above about 50%, passing the limit was not always enough; further: inactives centre near 2
BH1578 lux ind: inducers of Vibrio cholerae quorum light production without autoinducers, primary screen, BH1578 luxS cqsA deficient, single point | AID 588436, 2011 | V. cholerae BH1578 lux reporter, luminescence, 6 h | 0.16% of 350,000 active | activation, % at 18.7 µM; in the data active means activation mostly above about 9.7%, no sharp cut-off; further: not every result past the cut was called active; inactives centre near 0; reference of the scale not given here
SSB-PriA inh: inhibitors of Klebsiella pneumoniae PriA binding to SSB C-terminal tail, primary screen, biochemical, AlphaScreen; 0.6% of 430,000 active; PriA–SSB C-terminal tail interaction (Klebsiella pneumoniae); inhibition, % at 33 µM; AlphaScreen SSBct-PriA binding, biotinylated peptide; AID 1272365, 2023; in the data active means inhibition mostly above about 37%, no sharp cut-off; inactive means mostly below about 20%;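 further: plate controls were negative control peptide for no effect and reference peptide for full effect; strong numbers were not always called active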
MazEF act: activators of E. coli MazEF toxin-antitoxin RNase, primary screen, biochemical, fluorescence, uHTS; Endoribonuclease toxin MazF (Escherichia coli (strain K12)), P0AE70; FAM/BHQ RNA-DNA oligo cleavage fluorescence, 5 h; activation, % at 20 µM; 0.32% of 350,000 active; in the data active means activation above about 50%
An asterisk follows results filed as active; i = inactive; . = not tested or not shown; & = joins results of further samples. Only part of the results is shown; count on the stated rates, not on these rows.

SMILES	CCHFV vOTU inh	Rv3671c protease	TcdB inh	3CLpro inhibitor	DUSP3 inh	PrPC surface inh	Yp Topo-I inh	BH1578 lux ind	SSB-PriA inh	MazEF act
Cn1cc(/C=C(\C#N)C(=O)Nc2cccc([N+](=O)[O-])c2)c2ccccc21	-6	-9	0.2	0	-10	1	-6	-0.6	-11	-15
O=C(NCc1ccco1)c1nn2c(C(F)(F)F)cc(-c3cccs3)nc2c1Cl	2	-15	0.1	6	33	-4	-15	6.7	-4	5
O=C(CCC1CCCN(Cc2cccc(Cl)c2)C1)NCc1ccccc1F (stereo not given)	-9	8	1.4	-1	-20	-6	7	-0.4	-9	-2
O=c1[nH]c2ccc(NC(=S)Nc3ccc(Cl)cc3)cc2[nH]1	11	-3	.	3	2	6	-11	1.0	12	4
COc1ccccc1NC(=O)NCCN1CCNC1=O	-11	0	1.0	-2	13	6	0	-0.8	-10	-3
CCC(CC)C(=O)Nc1ccc(C)c(O)c1	4	6	.	5	4	-7	-2	i	-7	5
O=C(/C=C/c1ccc(F)cc1)NC(=S)Nc1ccccc1C(=O)NC1CCCCC1	-14	6	.	4	31	-3	2	i	-2	-4
CN(CC(=O)Nc1ccc(Cl)c(Cl)c1)C(=O)c1ccccc1SCC(=O)N1CCCC1	-4	.	0.6	.	.	7	8	-0.4	.	-6
C[C@H]1CN([C@@H](C)CO)C(=O)c2cccc(NS(=O)(=O)c3ccc(F)cc3)c2O[C@H]1CN(C)S(=O)(=O)c1cn(C)cn1	-3	0	0.9	.	.	-1	19	-7.3	-6	-2
Nc1cc(=O)[nH]c(SCC(=O)NNC(=O)c2ccccc2)n1	8	-2	1.8	.	.	1	9	-0.5	4	5
CCCCN1CNC(=S)N(c2ccccc2OCC)C1	-1	-3	.	-2	16	11	5	-0.2	8	3
Cc1ccc(NC(=O)c2cc(-c3ccccc3O)n[nH]2)cc1Cl	-9	.	1.5	0	6	3	2	0.9	5	-43
CCn1c(COC(=O)CNC(=O)c2cc(OC)c(OC)c(OC)c2)nc2cc(S(=O)(=O)N(C)C)ccc21	-6	2	0.5	.	.	0	13	i	1	1
COc1ccc(CCC(=O)NCc2ccc3c(c2)OCO3)cc1	-10	4	1.3	-3	-4	1	1	-4.0	-9	-21
COC(=O)c1c(NC(C)=O)sc(C(=O)Nc2ccccc2F)c1C	-18	10	1.5	7	17	-4	-10	-0.2	-10	-8
O=C(COC(=O)c1cccs1)NCc1cccs1	17	3	1.4	-1	10	-3	-4	-0.2	-2	15
COc1ccccc1NS(=O)(=O)c1cc(NC(=O)CNC(=O)c2cc(C)cc(C)c2)ccc1C	3	-32	.	5	-1	3	14	-0.7	8	-6
COc1ccc(C)cc1NC(=O)Nc1ccc(C(=O)N2CCCC2)cc1	2	-10	0.2	2	9	4	11	i	9	1
COc1ccc(Cc2nnc(NC(=O)c3ccc(C)cc3)s2)cc1OC	-1	3	1.6	-3	11	6	2	i	-14	5
O=C(CCS(=O)(=O)Cc1ccccc1)Nc1nc2c(s1)CCCC2	-6	-3	.	-3	6	3	6	1.0	-10	3
O=C(CCN1C(=O)/C(=C/c2ccc(Cl)cc2)SC1=S)Nc1cccc(C(=O)O)c1	7	-11	-0.5	3	16	3	0	-0.6	8	-19
COCCCNC(=O)CCc1nnc(Cc2ccc(-c3ccccc3)cc2)o1	8	-2	1.2	2	17	-2	12	-4.5	-7	-1
COCCCNc1nc2c(c(=O)n(Cc3ccc(Cl)cc3)c(=O)n2C)n1C	-5	3	1.3	-4	44	1	-4	i	9	-18
CCOc1ccc(N2CC(C(=O)NC(C)C)CC2=O)cc1 (stereo not given)	6	-6	.	-2	19	6	-1	i	-5	-9
CC1CCc2cc(F)ccc2N1C(=O)c1cc2nc(-c3ccco3)cc(C(F)(F)F)n2n1 (stereo not given)	2	-1	.	3	-4	2	7	-1.9	-4	2
CCOc1ccc(NC(=O)Cn2c(=O)n(CCCC(=O)NC3CCN(Cc4ccccc4)CC3)c(=O)c3ccccc32)cc1	7	7	0.3	0	20	-1	6	-0.2	6	9
CN=C1S/C(=C\c2cccc(Cl)c2Cl)C(=O)N1C	-7	1	0.7	.	.	-4	.	.	-8	8
COc1cccc(S(=O)(=O)NCC(=O)Nc2ccc(C(C)(C)C)cc2)c1	-12	-12	0.8	0	2	6	12	-0.5	-17&12&-7	4
CC(C(=O)Nc1ccc2c(c1)OCO2)N(C)CC(=O)Nc1ccccc1Cl (stereo not given)	-4	-5	0.4	.	.	-4	5	-2.8	-6	2
COc1cc(NC(=O)c2ccccc2)c(OC)cc1NC(=O)Cc1cccs1	-2	-3	0.2	4	30	-6	0	0.0	6	0
CCOc1cc(NC(=O)c2ccco2)c(OCC)cc1NC(=O)COc1ccccc1C	-15	-4	.	-6	.	4	-6	-0.1	7	-3
O=C(CSc1ncn[nH]1)Nc1ccc(OCc2ccccc2)cc1	14	1	-0.3	7	5	2	12	-0.3	-15	6
O=C(c1ccc(Br)o1)N1CCN(c2ncccn2)CC1	5	5	.	7	-24	-3	-9	3.9	-5	3
OC(CCCN1CCCCC1)(c1ccccc1)c1ccccc1	-4	-2	1.0	-5	1	-11	5	6.2	-19	6
CC(=O)C[C@H]1c2cc(C(F)(F)F)ccc2S(=O)(=O)N1C1CCCC1	2	-7	1.7	.	.	8	14	i	-18	5
O=C(N/N=C/c1ccc([N+](=O)[O-])o1)C(O)c1ccccc1 (stereo not given)	19	7	0.7	0	21	-39	4	-1.6	i	-1
O=C(O/N=C1\CCCc2ccccc21)c1cccs1	-7	0	-0.5	-2	2	-4	30	-0.6	.	6
CCCCCCCCC(=O)N/N=C(\C)c1cccnc1	-5	2	.	0	18	-4	4	-0.4	.	1
Cn1c2c(c(=O)n(C)c1=O)C(c1ccc(Cl)cc1)C(C#N)=C(N)O2 (stereo not given)	-13	-7	0.5	-6	24	-2	-7	-0.3	-8	2
COc1ccc(OCc2nnc(SCC(=O)N3CCCc4ccccc43)n2-c2ccc(C)cc2)cc1	9	-4	.	8	-2	-3	6	-0.3	1	-6

Arranged by heavy-atom count (lowest first): part of the list above
SMILES	CCHFV vOTU inh	Rv3671c protease	TcdB inh	3CLpro inhibitor	DUSP3 inh	PrPC surface inh	Yp Topo-I inh	BH1578 lux ind	SSB-PriA inh	MazEF act
CN=C1S/C(=C\c2cccc(Cl)c2Cl)C(=O)N1C	-7	1	0.7	.	.	-4	.	.	-8	8
O=C(O/N=C1\CCCc2ccccc21)c1cccs1	-7	0	-0.5	-2	2	-4	30	-0.6	.	6
CCCCCCCCC(=O)N/N=C(\C)c1cccnc1	-5	2	.	0	18	-4	4	-0.4	.	1
CCOc1ccc(N2CC(C(=O)NC(C)C)CC2=O)cc1 (stereo not given)	6	-6	.	-2	19	6	-1	i	-5	-9
OC(CCCN1CCCCC1)(c1ccccc1)c1ccccc1	-4	-2	1.0	-5	1	-11	5	6.2	-19	6
O=C(CSc1ncn[nH]1)Nc1ccc(OCc2ccccc2)cc1	14	1	-0.3	7	5	2	12	-0.3	-15	6
COc1cccc(S(=O)(=O)NCC(=O)Nc2ccc(C(C)(C)C)cc2)c1	-12	-12	0.8	0	2	6	12	-0.5	-17&12&-7	4
COCCCNc1nc2c(c(=O)n(Cc3ccc(Cl)cc3)c(=O)n2C)n1C	-5	3	1.3	-4	44	1	-4	i	9	-18
COCCCNC(=O)CCc1nnc(Cc2ccc(-c3ccccc3)cc2)o1	8	-2	1.2	2	17	-2	12	-4.5	-7	-1
CCOc1cc(NC(=O)c2ccco2)c(OCC)cc1NC(=O)COc1ccccc1C	-15	-4	.	-6	.	4	-6	-0.1	7	-3
COc1ccc(OCc2nnc(SCC(=O)N3CCCc4ccccc43)n2-c2ccc(C)cc2)cc1	9	-4	.	8	-2	-3	6	-0.3	1	-6
CCOc1ccc(NC(=O)Cn2c(=O)n(CCCC(=O)NC3CCN(Cc4ccccc4)CC3)c(=O)c3ccccc32)cc1	7	7	0.3	0	20	-1	6	-0.2	6	9

The list continues:
SMILES	CCHFV vOTU inh	Rv3671c protease	TcdB inh	3CLpro inhibitor	DUSP3 inh	PrPC surface inh	Yp Topo-I inh	BH1578 lux ind	SSB-PriA inh	MazEF act
COC(CNS(=O)(=O)c1ccc(S(=O)(=O)NC2CC2)cc1)OC	4	.	1.1	3	5	-2	8	-1.2	-11	4
Cc1cc(C)nc(SCC(=O)Nc2ccc(S(=O)(=O)NCCO)cc2)n1	-2	-3	.	0	24	6	7	-0.2	3&-2	4
O=C(c1cc(-c2ccco2)nc2ccccc12)N1CCCC(C(F)(F)F)C1 (stereo not given)	-203	10	0.1	.	.	-6	1	-2.5	3	-1
COc1cccc(C=C2SC(=S)NC2=O)c1	10	.	0.8	.	.	3	2	i	-20	8
C[C@@H]1CN([C@H](C)CO)S(=O)(=O)c2ccc(Br)cc2O[C@H]1CN(C)C(=O)Cc1ccccn1	-7	.	1.0&0.1	.	.	-2	14	-0.6	.	4
Cc1ccc(OCCOc2cccc(/C=N/NC(N)=O)c2)cc1	-12	-8	0.2	-2	13	7	8	0.4	.	-13
O=C(Nc1ccccc1)c1cc(C2CCCN(C(=O)c3ccccc3)C2)on1 (stereo not given)	-7	.	1.6	.	.	10	13	0.4	.	.
CSc1nnc(N(CCC#N)CCC#N)s1	6	-1	.	5	8	1	-4	-0.5	-15	3
CCOC(=O)c1cccc(NC(=O)CN(c2ccc(OC)cc2)S(=O)(=O)c2c(C)noc2C)c1	4	-7	.	-2	14	0	32	-0.2	-6	-3
CCn1cc(/C=C(\NC(=O)c2ccccc2OC)C(=O)N2CCN(C)CC2)c2ccccc21	9	-7	-0.7	2	13	-17	16	-0.7	1	10
CC(CNC(=O)CCc1nnc(CCC2CCCCC2)o1)c1ccccc1 (stereo not given)	-4	11	-0.6	5	17	0	6	0.7	-6	-8
O=C(NCC(=O)N(Cc1ccccc1)C(C(=O)NCC1CCCO1)c1ccccc1)c1ccco1 (stereo not given)	0	-2	1.1	1	-5	-2	1	-2.2	7	1
COc1ccc(NC(=O)N(C)C[C@H]2Oc3c(NC(=O)Nc4c(C)noc4C)cccc3C(=O)N([C@H](C)CO)C[C@@H]2C)cc1	1	-2	0.6&1.4	.	.	-9	-1	-0.5	-8	0
Cc1cccc(CN2CCN(c3ncccn3)CC2)c1	-3	3	13*	-1	-2	6	0	1.1	-5	2
C=CCNC(=S)Nc1cccc([N+](=O)[O-])c1	1	-3	0.7	1	-15	-7	-2	-0.9	-14	-5
Cc1ccc(C=Cc2ccccn2)cc1	4	.	3.5	.	.	1	4	-0.5	.	4
CCn1nnc(NC(=O)CSc2ccc(Cl)cc2)n1	.	3	1.1	-1	19	.	0	-0.1	-18	-6
